Screening data as filed in PubChem.
TrxR1 substrate – is turned over as a substrate by rat TrxR1; O89049; purified TrxR1 substrate turnover, NADPH consumption readout; Potency, µM (highest dose often 114 µM), for inactives: top-dose activity change, negative = substrate turnover; actives 0.01% (n = 390,000); AID 588456; also: % is scaled to controls: 0 for no effect and ±100 for the full control effect; nearly all actives have a fitted effect of over 50% in size
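Rat TrxR1, dispensed at 90 nM, was prereduced with 400 uM NADPH (final) for 5 min at ~22 deg C, then incubated with compound 15 min before 400 uM selenite. A first-read NADPH fluorescence drop versus no-compound background flagged substrates.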
USP1-UAF1 inh – USP1/UAF1 (human) deubiquitinase inhibition; O94782; recombinant USP1/UAF1, Ub-Rhodamine cleavage fluorescence; Potency, µM (series often up to 57.1 µM), inactives show at the highest dose activity change, negative = inhibition, usual class: inhibitors; actives 0.23% (n = 390,000); AID 743255; also: % is scaled to controls: 0 for no effect and ±100 for the full control effect; nearly all actives have a fitted effect of over 60% in size; inactives centre near -12
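USP1/UAF1 complex at 1 nM was preincubated with compound for 15 min at room temperature, then Ub-Rho substrate (150nM final) was added. Fluorescence (480/540 nm) was read kinetically, 6 reads every 60 seconds.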
ALOX12 inh – ALOX12 (human) lipoxygenase inhibition; P18054; purified 12hLO, xylenol orange hydroperoxide absorbance; actives 1.1% (n = 580,000); Potency, µM (doses to about 108 µM), without a hit: at the top dose activity change, negative = inhibition, hits mostly inhibitors; AID 1671190; also: % is scaled to controls: 0 for no effect and ±100 for the full control effect
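Hydroperoxide product was detected by ferrous iron/xylenol orange as the 573 to 405 nm absorbance ratio. Arachidonic acid at 40 uM (final) was turned over for 30 min at room temperature by 150 nM human 12hLO, pH 7.0 Hepes buffer, after 15 min compound preincubation.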
RGS4 inh – blocks human RGS4-accelerated GTP hydrolysis | P49798 | actives 0.039% (n = 390,000) | Potency, µM (top dose mostly 114 µM), without a hit: top-dose activity change, negative = inhibition, usual class: inhibitors | Transcreener GDP fluorescence polarization, RGS4-accelerated GTP hydrolysis; also: % is scaled to controls: 0 for no effect and ±100 for the full control effect; nearly all actives have a fitted effect of over 75% in size; some results filed as inactive show a strong effect at the top dose
Target sequence (P49798 whole entry, looked up): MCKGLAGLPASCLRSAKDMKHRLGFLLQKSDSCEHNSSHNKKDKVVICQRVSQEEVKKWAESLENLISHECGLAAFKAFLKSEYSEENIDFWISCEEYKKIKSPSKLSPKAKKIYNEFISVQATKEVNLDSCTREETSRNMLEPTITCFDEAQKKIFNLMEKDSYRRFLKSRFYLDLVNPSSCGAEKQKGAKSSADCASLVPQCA
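MLSMR compounds (23 nl, pin-transferred) preincubated 10 min at room temperature with a 500nM (2x) first reagent, then RGS4 at 900nM (2x) plus Transcreener GDP mix added; fluorescence polarization (620/688 nm) read before and after 90 min at 30 °C.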
Vif-APOBEC3G blk – Vif-A3G binding inhibition. Q9HC16. HeLa A3G-eYFP + Vif (tagged APOBEC3G with the HIV-1 protein that degrades it), YFP fluorescence, overnight. Potency, µM (doses to about 46.1 µM), for inactives: at the top dose activity, negative = active, hits mostly inhibitors. actives 0.076% (n = 410,000). AID 602310;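 also: % is scaled to controls: 0 for no effect and ±100 for the full control effect; nearly all actives have a fitted effect of over 60% in size; hits raise eYFP signal because A3G escapes Vif-driven loss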
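Read-out is eYFP fluorescence (Ex 488/Em 500-530) from Vif-expressing HeLa A3G-eYFP cells; more signal means A3G escaped Vif-mediated degradation. Cells plated overnight, compound pinned in, incubated overnight at 37 deg C.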
RXFP1 agonist – RXFP1 (human) receptor agonism; actives 0.3% (n = 370,000); HEK293T-RXFP1 cAMP TR-FRET, 30 min; response scale: percent of porcine relaxin response, buffer zero; Potency, µM (doses to about 57.5 µM), for inactives: at the top dose activation, hits mostly activators; Q9HBX9; also: % is scaled to controls: 0 for no effect and ±100 for the full control effect; nearly all actives have a fitted effect of over 60% in size; many of its hits are not listed in these tables
Target sequence (Q9HBX9 whole entry, looked up): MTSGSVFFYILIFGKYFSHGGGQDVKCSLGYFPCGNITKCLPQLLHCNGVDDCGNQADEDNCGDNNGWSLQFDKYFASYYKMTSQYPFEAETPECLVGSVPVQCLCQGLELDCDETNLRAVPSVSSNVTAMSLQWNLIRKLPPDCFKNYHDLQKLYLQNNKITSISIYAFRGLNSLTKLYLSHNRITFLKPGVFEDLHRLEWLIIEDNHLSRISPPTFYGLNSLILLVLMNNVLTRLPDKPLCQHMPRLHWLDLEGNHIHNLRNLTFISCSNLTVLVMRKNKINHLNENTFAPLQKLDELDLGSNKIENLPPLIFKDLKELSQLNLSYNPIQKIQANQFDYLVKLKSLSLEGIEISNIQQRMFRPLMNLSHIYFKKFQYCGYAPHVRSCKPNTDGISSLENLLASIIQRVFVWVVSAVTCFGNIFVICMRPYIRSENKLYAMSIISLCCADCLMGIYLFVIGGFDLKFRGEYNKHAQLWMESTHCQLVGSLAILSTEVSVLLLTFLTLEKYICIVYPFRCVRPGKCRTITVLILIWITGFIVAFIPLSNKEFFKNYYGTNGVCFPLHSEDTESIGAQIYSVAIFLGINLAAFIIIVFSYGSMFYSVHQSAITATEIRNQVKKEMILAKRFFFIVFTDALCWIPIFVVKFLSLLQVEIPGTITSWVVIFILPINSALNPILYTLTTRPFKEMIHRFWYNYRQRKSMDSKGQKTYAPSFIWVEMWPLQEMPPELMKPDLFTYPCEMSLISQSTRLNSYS
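Agonist response is measured as cAMP accumulation in an RXFP1-transfected HEK293T line under PDE4 inhibition. Values are scaled between buffer-only and 29 nM porcine relaxin, and EC50s come from standard Hill equation fits.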
TrxR1 inh – blocks rat thioredoxin reductase 1. O89049. recombinant rTrxR1, NADPH fluorescence consumption, selenite substrate. Potency, µM (doses to about 114 µM), without a hit: at the highest dose activity change, negative = inhibition, usual class: inhibitors. actives 1% (n = 390,000). AID 588453; also: % is scaled to controls: 0 for no effect and ±100 for the full control effect; nearly all actives have a fitted effect of over 65% in size
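Rat TrxR1 (90 nM in the dispensed reagent) was pre-reduced with 400 uM NADPH for 5 min at room temperature, then incubated with compound for 15 min. After 400 uM selenite was added, NADPH fluorescence (Ex 340/Em 450 nm) was followed for 8 min.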
Vif-A3F inh – inhibitors of Vif-A3F interaction. HeLa A3F-eYFP + Vif (tagged APOBEC3F with the HIV-1 protein that degrades it), YFP fluorescence increase. Potency, µM (highest dose often 46.1 µM), for inactives: top-dose activity, negative = active. actives 0.2% (n = 390,000); also: % of control where 0% means no effect; nearly all actives have a fitted effect of over 65% in size
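Fluorescence increase (Ex 488/Em 500-530) after overnight compound treatment at 37 deg C flags inhibition of Vif-driven A3F-eYFP loss in stable HeLa A3F-eYFP/Vif cells seeded overnight beforehand.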
mIDH1 inhibitor – human IDH1 R132H inhibition; O75874; actives 0.093% (n = 390,000); IDH1-R132H enzyme, NADPH consumption, diaphorase/resazurin fluorescence; Potency, µM (titrated, usually from 76.6 µM), for inactives: top-dose activity change, negative = inhibition, most hits filed as inhibitors; AID 602179; also: % is scaled to controls: 0 for no effect and ±100 for the full control effect; nearly all actives have a fitted effect of over 65% in size
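IDH1-R132H (0.5 ug/mL) preincubated 30 min with compound, then NADPH (0.016 mM) and alpha-KG (2 mM) added; 80 min at RT, pH 7.5. Remaining NADPH coupled via diaphorase/resazurin to fluorescence (540/590 nm); concentration-response curves normalized to no-enzyme control.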
* hit, by the source's call; ? = inconclusive; / = not tested or not shown; & = joins results of further samples; [ ] = remark or other dose. Calls follow the shape of the dose curve; as a rule, active = well fitted curve in the direction sought with a large enough effect; inconclusive = small, poorly fitted or top-dose-only effect, or another doubt; inactive = no such curve, though single readings can be large; an effect the other way counts as inactive or inconclusive. Potency is read from the fitted curve at half-maximal effect. This is a subset, so the mix of outcomes need not match the whole.

Structure	TrxR1 substrate	USP1-UAF1 inh	ALOX12 inh	RGS4 inh	Vif-APOBEC3G blk	RXFP1 agonist	TrxR1 inh	Vif-A3F inh	mIDH1 inhibitor
Cc1ccc([N+](=O)[O-])c(OCC(=O)OCC(=O)c2ccccc2)c1	-9%	-7%	-22%	-2%	1%	0.5%	5%[57.1 µM]	5%	6%
Cc1cc(C)c2c(=O)nc(SCc3ccccc3C)n(C3CC3)c2n1	4%[57.1 µM]	-8%	-23%	-25%	2%	5.7%	27%[57.1 µM]	4%	7%
CCOC(=O)c1cccc(NC(=O)C(CC(C)C)N2Cc3ccccc3C2=O)c1 (stereo not given)	-3%	?	?	-3%	-9%	0.4%	4%	0%	-7%
O=C(CCN1C(=O)/C(=C\c2cccs2)SC1=S)NC1=NCCS1	-4%	-22%	-30%	-9%	0%	6.4%	-10%	0%	6%
Oc1c(C(c2ccc(F)cc2)N2CCOCC2)sc2nc(-c3ccco3)nn12 (stereo not given)	10%[57.1 µM]	11%	?	-16%	0%	0.4%	19%[57.1 µM]	3%	1%
CCOc1cc(-c2cc(N)n[nH]2)cc(OCC)c1OCC	1%[57.1 µM]	-17%	17%[57.4 µM]	12%	-2%	1.2%	3%[57.1 µM]	3%	2%
COCCCn1c(=N)c(C(=O)NCC2CCCO2)cc2c(=O)n3cc(C)ccc3nc21 (stereo not given)	872%[activator]	?	-11%	-22%	-2%	?	-123%	6%	1%
CSC(=NC1CCCCC1)NS(=O)(=O)c1ccccc1	-3%	2%&10%	?	-23%&19%	-1%&0%	0.5%	-3%	2%&3%	-4%&12%
CC1C2CC(C(CN(C)C)/C2=N/O)C1(C)C (stereo not given)	7%[11.4 µM]	-9%	7%	-8%	0%	1.4%	0%[11.4 µM]	-4%	-1%
CCC(CC)NC(=O)c1cc(OC)c(OC)cc1[N+](=O)[O-]	3%[57.1 µM]	-7%	55%[activator]	2%[11.4 µM]	1%	0.8%	3%[57.1 µM]	4%	0%
COc1ccccc1S(=O)(=O)Nc1cccc(-c2nnc3n2CCCCC3)c1	-5%	9%	120%[activator]	15%	0%	0.5%	-3%	0%	9%
O=C(Nc1cccc2cccnc12)c1ccc(Cl)cc1	4%	-20%	47%&8%[activator]	12%	-1%	0.0%	28%	3%	5%
COc1ccc2nc(NC(=O)CSc3nc(C)cc(=O)[nH]3)sc2c1	-11%	-3%	23%	17%[11.4 µM]	-8%	1.0%	8%[57.1 µM]	-8%	8%
Cn1cc(S(=O)(=O)N2CCCCCC2)cc1C(=O)NCc1ccc(F)cc1	-6%[57.1 µM]	-18%	-11%	31%	-3%	-1.1%	9%[57.1 µM]	-3%	14%
c1ccc(NCCSc2nc3ccccc3s2)cc1	10%[57.1 µM]	-12%	?	-11%	-4%	/	-10%[11.4 µM]	9%	3%
COc1cc(C(=O)N(c2ccc(C)c(C)c2)C2C=CS(=O)(=O)C2)cc(OC)c1OC (stereo not given)	6%[57.1 µM]	-6%	-8%	-11%	0%	-0.5%	9%[57.1 µM]	2%	-8%
CSCCC(NC(=O)c1ccco1)C(=O)N1CCN(Cc2ccccc2)CC1 (stereo not given)	-3%	-14%	-4%	10%	0%	0.1%	-14%	7%	3%
O=C(O)/C(=C\c1ccco1)NC(=O)c1ccccc1	-16%	-11%	3%	-33%	1%	-2.7%	-26%	-6%	3%
CCN1CCSc2ccc(C(=O)NCc3ccc(F)cc3)cc21	108%[activator]	-14%	0%	10%	0%	7.3%	8%	8%	13%
Cc1ccc(S(=O)(=O)Nc2cccc(-c3ccc(N4CCCCC4)nn3)c2)s1	0%[57.1 µM]	-26%	10%	-2%	2%	2.2%	9%[57.1 µM]	-10%	-10%
O=C(Nn1c(SCc2ccccc2F)nc2ccsc2c1=O)c1ccccc1	-1%	-12%	?	-12%	-2%	5.0%	16%	-12%	-7%
Cc1ccc(Cl)cc1N1CCN(S(=O)(=O)c2ccc3c(c2)CC(=O)N3C)CC1	-2%&-3%	-23%&-12%	27%&-17%	-6%&13%	0%&-6%	0.3%&-0.1%	25%&17%	-1%&-2%	-2%&0%
C[C@H](NC(=O)c1ccc2ccccc2c1)C(=O)N1CCC2(CC1)NCCc1[nH]cnc12	3%	-17%	8%	-27%	2%	-1.2%	1%	-2%	-2%
COc1cccc(NC(=O)CN(C)C(=O)c2c(C)nn(-c3ccccc3)c2Cl)c1	0%	-4%	-6%	-23%	-1%	0.3%	12%	0%	-5%
CCC(=O)Nc1nn(CC(C)C)c2nc3ccc(C)cc3cc12	62%[activator]	-11%	44%	-10%	-6%	3.5%	-13%	5%	-12%
CCCCN1CC(=O)N2[C@H]3c4cc(Br)ccc4OC[C@@H]3[C@H](C(=O)OCC)[C@]2(C)C1=O	-8%[57.1 µM]	-27%	-11%	-14%	-7%	1.5%	9%[57.1 µM]	-1%	15%
CCOc1ccc(NC(=O)CN(C)C(=O)CC2OC(=O)c3ccccc32)cc1OCC (stereo not given)	7%	-20%	-22%	0%	-5%	0.1%	19%	6%	4%
Cc1ccnc(N2CCCC(C(=O)Nc3ccc(C)c(C)c3)C2)n1 (stereo not given)	8%	-12%	-20%	5%	-1%	8.3%	27%	-8%	-2%
COc1ccccc1NC(=O)c1ccc(NC(=O)COC(=O)C(C)C)cc1	-4%[57.1 µM]	-10%	?	-19%	0%	1.2%	-9%[57.1 µM]	7%	3%
CC(=O)Nc1ccc(C(=O)N(C2=NC(C)CS2)c2ccc(Cl)cc2)cc1 (stereo not given)	-8%	-13%	?	-7%	-19%	-1.9%	-7%	-4%	10%
CCN(CC)S(=O)(=O)c1ccc(N2CCN(C)CC2)c(NC(=O)Nc2ccc(C)cc2)c1	3%[57.1 µM]	-21%	?	-9%	-2%	-3.0%	3%[57.1 µM]	?	-3%
O=C(NCCCN1CCCC1=O)c1cc(S(=O)(=O)N2CCOCC2)ccc1Cl	8%	-17%	-2%	-5%	2%	2.1%	30%	3%	3%
CC1CN(S(=O)(=O)c2cccc(C(=O)NCCc3ccc(S(N)(=O)=O)cc3)c2)CC(C)O1 (stereo not given)	13%[57.1 µM]	-6%	-5%	-10%	1%	/	11%[2.29 µM]	3%	4%
N#Cc1c(-c2ccc(F)cc2)c2c([nH]c1=O)-c1ccccc1OC2	217%[activator]	-6%	?	-4%	-1%	6.2%	16%	-17%	-4%
Cc1ccc(C(=O)NCCCN2CCOCC2)cc1	2%	-3%	0%	35%	0%	/	10%	-2%	3%
Cc1ccc(CNc2oc(-c3ccco3)nc2C#N)cc1	57%[activator]	-21%	?	20%	0%	1.8%	-8%	-5%	12%
O=C(O)CCc1nc2cc(Cl)ccc2n(Cc2ccccc2)c1=O	8%	0%	7%	-3%	1%	5.0%	12%[57.1 µM]	7%	-8%
CCCCCCCN1C(N(C)C)=NC[C@@H]1Cc1ccccc1	5%	-24%	-2%	2%	3%	-0.9%	14%	3%	19%
CN(Cc1ccccc1)C(=O)c1ccccc1-c1ccccc1	6%	-6%	-8%	11%	-1%	2.0%	16%	3%	4%
CCOc1ccc2nc(SCC(=O)c3ccccc3)sc2c1	6%	6%	6%	-7%	-1%	-0.7%	6%	-4%	1%
COc1ccc(CN=Cc2c(C(=O)O)[nH]c3ccccc23)cc1	3%	-15%	-3%	14%	-8%	-0.3%	4%	10%	4%
CCc1ccc(CNC(=O)c2ccc(CS(=O)c3ccc(Br)cc3)o2)cc1 (stereo not given)	1%	?	?	-10%	/	0.6%	-6%	/	/
CCOC(=O)N1CCN(C(=O)Cn2c(C)cc3ccccc3c2=O)CC1	7%[57.1 µM]	-1%	116%[activator][57.4 µM]	18%	2%	0.0%	6%[57.1 µM]	2%	-7%
Cc1ccc(NC(=O)c2ccc(S(=O)(=O)N3CCCCC3)cc2)nc1	-3%	-21%	-6%	11%	1%	-1.1%	14%	-2%	0%
Cn1c(=Nc2ccccc2)sc2ccccc21	1%[57.1 µM]	-9%	6%[57.4 µM]	-2%	0%	0.8%	1%[57.1 µM]	-18%	-1%
Cc1ccc(C(=O)N2CCC(n3nccc3NC(=O)c3ccccc3C)CC2)cn1	2%	-8%	-5%	-9%	-2%	-0.1%	3%	-13%	3%
O=C(CCCc1ccccc1)NC1CCSC1=O (stereo not given)	5%	-11%	15%	11%	0%	1.6%	24%	4%	4%
COc1ccc(CN2CCNC(=O)C2CC(=O)N(C)Cc2nc(C)cs2)c(OC)c1 (stereo not given)	-8%	-7%	3%	16%	0%	1.5%	?	-20%	6%
O=C(Cc1ccc(Cl)cc1)SCc1ccccc1	-5%	-19%	4%	-3%	0%	1.3%	2%	2%	0%
Cc1cccc(N2CN=C3SCC(=O)N3C2)c1	3%	-7%	88%[activator]	9%	3%	0.2%	-21%	5%	7%
Cc1ccc(C)c(OCCC(=O)Nc2cccc(S(=O)(=O)N3CCCCC3)c2)c1	-10%	-16%	10%	-18%	2%	-0.6%	-5%	4%	-6%
Cc1ccc(OCC(=O)Nc2cccc(S(=O)(=O)N3CCOCC3)c2)c([N+](=O)[O-])n1	8%[57.1 µM]	-12%	?	1%	-4%	8.7%	8%[57.1 µM]	-1%	2%
